Compound activity as filed in PubChem.
Pf Dd2 inh = P. falciparum Dd2 growth inhibition | activity change, % at 10 µM | AID 1159554 | 94,000 tested, 2.3% active | SYBR Green, 72 h; stronger effect = lower value; in the data active means activity change below about -80%
Tcruzi prolif = blocks T. cruzi growth in NIH3T3 culture; T. cruzi beta-gal in NIH3T3, GalScreen luminescence, 90 h; AID 624255; 77,000 tested, 5.9% active; inhibition, % at 8.34 µM;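 active means mean inhibition above about 93%, with at least 55% of replicates each passing it, limit read from the data, passing the limit was not always enough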
GASC1 inh = KDM4C (human) demethylase inhibition; Q9H3R0; GST-KDM4C 2-372, H3K9me3 peptide, LANCE TR-FRET; inhibition, % at 12.5 µM; 96,000 tested, 0.15% active; AID 720574;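 active means mean replicate inhibition above about 25%, with at least 55% of replicates also reaching it, limit read from the data, passing the limit was not always enough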
Target sequence (Q9H3R0 2-372 limits assumed): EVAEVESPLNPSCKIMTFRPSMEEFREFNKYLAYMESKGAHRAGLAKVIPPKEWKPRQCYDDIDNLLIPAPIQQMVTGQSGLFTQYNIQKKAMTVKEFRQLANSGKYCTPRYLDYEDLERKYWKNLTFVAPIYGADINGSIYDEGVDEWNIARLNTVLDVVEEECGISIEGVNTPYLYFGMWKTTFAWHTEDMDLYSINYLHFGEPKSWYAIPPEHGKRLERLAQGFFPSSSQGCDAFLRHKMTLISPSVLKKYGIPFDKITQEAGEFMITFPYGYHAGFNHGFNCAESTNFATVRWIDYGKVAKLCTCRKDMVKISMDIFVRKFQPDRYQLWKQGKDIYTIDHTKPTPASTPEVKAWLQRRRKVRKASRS
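Material: GST-tagged GASC-1 (JMJD2C) catalytic fragment, aa 2-372. Input: enzyme final amount 10 nM. Medium: HEPES buffer, pH 7.5, plus ascorbate. Reagent: H3K9me3 peptide substrate, Fe(II), 2-oxoglutarate. Doses: single dose. Times: reaction 30 min RT, detection step 1 h RT. Measured by: LANCE TR-FRET. Evaluation: Fall in 671/618 emission ratio as inhibition.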
C diff HTS = inhibitors of Clostridium difficile growth; 86,000 tested, 0.25% active; Clostridium difficile clinical isolate growth, OD600, 24 h; stronger effect = lower value; growth activity, negative = inhibition, % at 16 µg/mL (by protocol);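 active means mean growth activity at or below -80% and every replicate also at or below -80%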;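 further: 0% = DMSO wells and -100% = levofloxacin 16 µg/mL wells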
Starred values were filed as active, the others as inactive; · = no result given. This is a random part of the collection; 7.3% or so of the library scored in one or more.

Abbreviations: A = Pf Dd2 inh; B = Tcruzi prolif; C = GASC1 inh; D = C diff HTS
C[C@@H]1CN([C@H](C)CO)C(=O)c2cc(NC(=O)CCC(F)(F)F)ccc2O[C@@H](C)CCCCO[C@H]1CN(C)Cc1ccncc1
  A: 26	B: 85	C: 1.2	D: 1

CC(C)NC(=O)N1C[C@H]2[C@@H](c3ccccc31)[C@@H](CO)N2C(=O)NC(C)C
  A: 3	B: 37	C: -2.5	D: -3

C[C@H]1CN([C@@H](C)CO)C(=O)c2cccc(NS(=O)(=O)c3ccc(F)cc3)c2O[C@H]1CN(C)C(=O)Nc1ccccc1
  A: -9	B: 22	C: -0.8	D: -1

CC(C)NC(=O)N1CCCCN2[C@H](CO)[C@@H](c3ccc(C#C[C@H](C)O)cc3)[C@H]2C1
  A: 18	B: 31	C: 0.3	D: 6

CC(C)c1cn(CC[C@H]2CC[C@@H](NS(=O)(=O)c3ccccc3)[C@@H](CO)O2)nn1
  A: -10	B: -5	C: -0.2	D: 2

C[C@@H]1CN([C@H](C)CO)C(=O)c2cc(N(C)C)ccc2O[C@H]1CN(C)S(=O)(=O)c1ccc(Cl)cc1
  A: -9	B: ·	C: 1.1	D: 2

CCCC(=O)N1CC2(CCN(C(=O)C3CC3)CC2)c2c(n(C)c3cc(OC)ccc23)[C@@H]1CO
  A: -9	B: ·	C: -0.5	D: -2

C[C@@H]1CN([C@@H](C)CO)S(=O)(=O)c2ccc(Br)cc2O[C@@H]1CN(C)Cc1ccccn1
  A: 26	B: 22	C: 1.2	D: 1

C[C@@H]1CN([C@@H](C)CO)C(=O)c2cc(NC(=O)C3CCCCC3)ccc2O[C@@H](C)CCCCO[C@H]1CN(C)S(=O)(=O)c1ccc(Cl)cc1
  A: -83*	B: 87	C: ·	D: -4

CCC(=O)N(C)C[C@@H]1Oc2ncc(C#C[C@H](C)O)cc2C(=O)N([C@@H](C)CO)C[C@H]1C
  A: 42	B: -46	C: -1.0	D: 0

COc1ccc(NC(=O)Nc2ccc3c(c2)C(=O)N([C@H](C)CO)C[C@H](C)[C@H](CN(C)S(C)(=O)=O)O3)cc1
  A: 17	B: -147	C: -0.3	D: -5

O=C(O)C[C@H]1C[C@@H]2c3cc(NC(=O)c4ccc5c(c4)OCO5)ccc3O[C@@H]2[C@@H](CO)O1
  A: -14	B: 8	C: -0.1	D: -1

C[C@@H]1CN([C@H](C)CO)C(=O)c2cc(NS(=O)(=O)c3ccc(Cl)cc3)ccc2O[C@H]1CN(C)C(=O)Nc1ccc(F)cc1
  A: 13	B: 36	C: 1.1	D: -7

CCCNC(=O)[C@@H]1[C@@H](CO)[C@@H]2Cn3c(ccc(C4=CCCCC4)c3=O)[C@@H]2N1Cc1ccccc1F
  A: -55	B: 88	C: 7.0	D: 6

O=C(CCN1CCCCC1)NCC[C@H]1CC[C@H](NC(=O)c2ccc(F)cc2)[C@@H](CO)O1
  A: 15	B: -44	C: -0.8	D: -2

CCC(=O)N1CC[C@@H]2[C@H]1c1cc(C#Cc3ccc(F)cc3)ccc1N[C@@H]2CO
  A: -21	B: 51	C: 0.3	D: -16

C[C@H](CO)N1C[C@H](C)[C@@H](CN(C)C(=O)NC2CCCCC2)Oc2ccc(NC(=O)Cc3cn(C)c4ccccc34)cc2CC1=O
  A: -34	B: 20	C: 0.1	D: -3

COc1ccc(S(=O)(=O)Nc2ccc3c(c2)C(=O)N([C@@H](C)CO)C[C@H](C)[C@@H](CN(C)C(=O)Nc2ccc4c(c2)OCO4)O3)cc1
  A: 1	B: 29	C: 1.5	D: 7

CC(C)NC(=O)N(C)C[C@@H]1OCCCC[C@@H](C)Oc2ccc(NC(=O)CCCN(C)C)cc2C(=O)N([C@@H](C)CO)C[C@H]1C
  A: 12	B: -1	C: 2.8	D: 0

C[C@H]1CN([C@@H](C)CO)C(=O)c2cccc(NC(=O)C3CC3)c2O[C@@H]1CN(C)CC1CC1
  A: -24	B: ·	C: 0.0	D: 2

C[C@H]1CN([C@@H](C)CO)C(=O)c2cc(-c3cccc(F)c3)cnc2O[C@H]1CN(C)C(=O)C1CCC1
  A: -4	B: ·	C: -1.5	D: -1

CCCNC(=O)N1C[C@H]2[C@@H](c3ccccc31)[C@H](CO)N2C(=O)c1ccccc1
  A: 1	B: 40	C: -2.3	D: -5

C[C@@H]1CN([C@@H](C)CO)C(=O)Cc2cc(NS(=O)(=O)c3cccs3)ccc2O[C@H]1CN(C)Cc1ccc(C(=O)Nc2ccccc2N)cc1
  A: -23	B: 21	C: -0.3	D: -17

COc1ccc(NC(=O)N[C@@H]2CC[C@H](CCn3cc(-c4ccccc4F)nn3)O[C@@H]2CO)cc1
  A: -66	B: 22	C: -0.3	D: -12

COc1ccc(-c2ccc3n(c2=O)C[C@H]2[C@H](CO)[C@@H](C(=O)NCCN4CCCC4)N(C)[C@@H]32)cc1
  A: 36	B: ·	C: -3.3	D: -1

C[C@H]1CN([C@@H](C)CO)S(=O)(=O)c2ccc(C#Cc3ccc(F)cc3)cc2O[C@H]1CN(C)C(=O)CN(C)C
  A: -75	B: -13	C: 0.3	D: 10

C[C@@H]1CN([C@H](C)CO)C(=O)c2cccc(NS(=O)(=O)c3ccc(F)cc3)c2O[C@@H]1CN(C)Cc1ccc(C(=O)Nc2ccccc2N)cc1
  A: -86*	B: 94	C: -0.3	D: 9

COc1ccc(-c2cnc3c(c2)C(=O)N([C@H](C)CO)C[C@H](C)[C@H](CN(C)C(=O)CN(C)C)O3)cc1
  A: 29	B: 17	C: -0.8	D: -2

CCCNC(=O)C[C@H]1C[C@H]2c3cc(NC(=O)COC)ccc3O[C@H]2[C@@H](CO)O1
  A: 18	B: -3	C: 1.7	D: 2

CC(=O)N(C)C[C@H]1Oc2ncc(-c3cccc(F)c3)cc2C(=O)N([C@H](C)CO)C[C@@H]1C
  A: 20	B: -3	C: -0.7	D: 2

C[C@H]1CN([C@@H](C)CO)C(=O)c2cc(C3=CCCCC3)cnc2O[C@H]1CN(C)C(=O)c1ccccn1
  A: 0	B: -71	C: 2.7	D: -2

COc1ccc2c3c(n(C)c2c1)[C@H](CO)N(C(=O)c1cccc(F)c1)CC31CN(C(=O)c2cccc(F)c2)C1
  A: -80	B: ·	C: 5.0	D: 11

C[C@H](CO)N1C[C@H](C)[C@@H](CN(C)Cc2ccc(Oc3ccccc3)cc2)Oc2ccc(NC(=O)Nc3ccccc3)cc2C1=O
  A: -4	B: 56	C: 0.8	D: 8

Cc1noc(C)c1S(=O)(=O)Nc1ccc2c(c1)C(=O)N([C@@H](C)CO)C[C@H](C)[C@H](CN(C)C(=O)Cc1ccccc1)OCCCC[C@@H](C)O2
  A: -29	B: -47	C: -1.4	D: -3

COc1ccc(NC(=O)Nc2ccc3c(c2)C(=O)N([C@H](C)CO)C[C@@H](C)[C@H](CN(C)Cc2ccc(C(=O)O)cc2)OCCCC[C@H](C)O3)cc1
  A: 30	B: -12	C: 1.0	D: 5

CC(C)NC(=O)Nc1ccc2c(c1)CC(=O)N([C@@H](C)CO)C[C@@H](C)[C@H](CN(C)S(=O)(=O)c1cn(C)cn1)O2
  A: 27	B: 3	C: -0.5	D: -1

COc1ccc2c3c(n(C)c2c1)[C@@H](CO)NCC31CCN(C(=O)Nc2ccc(F)cc2F)CC1
  A: -70	B: ·	C: -2.0	D: -6

O=C(Nc1ccc(F)cc1)N1C[C@@H]2[C@H](c3ccccc31)[C@@H](CO)N2C(=O)c1cccnc1
  A: 11	B: 8	C: 1.1	D: 16

COc1ccc(NC(=O)Nc2ccc3c(c2)CC(=O)N([C@H](C)CO)C[C@@H](C)[C@H](CN(C)Cc2ccc(C(=O)Nc4ccccc4N)cc2)O3)cc1
  A: -14	B: ·	C: 13	D: 4

CCS(=O)(=O)N1CCCCN2[C@H](CO)[C@H](c3ccc(C#Cc4ccccn4)cc3)[C@@H]2C1
  A: 17	B: 64	C: -0.6	D: -6

CCCNC(=O)N[C@H]1CC[C@@H](CC(=O)NC2CCCCC2)O[C@H]1CO
  A: 8	B: ·	C: -0.4	D: 0

O=S(=O)(N[C@H]1CC[C@H](CCn2cc(Cc3ccccc3)nn2)O[C@H]1CO)c1ccccc1F
  A: -17	B: 1	C: 34*	D: -4

COCC(=O)Nc1ccc2c(c1)[C@@H]1C[C@@H](CC(=O)NCc3cc(F)ccc3F)O[C@@H](CO)[C@@H]1O2
  A: 0	B: 45	C: -1.0	D: 2

CC(=O)N[C@@H]1CC[C@@H](CCNC(=O)C2CC2)O[C@H]1CO
  A: 31	B: 4	C: -1.2	D: ·

C[C@@H]1CN([C@@H](C)CO)C(=O)c2cc(NC(=O)C3CCCCC3)ccc2O[C@@H](C)CCCCO[C@@H]1CN(C)C(=O)c1ccncc1
  A: 10	B: 33	C: 1.6	D: 0

O=C(Nc1ccc2c(c1)[C@H]1C[C@@H](CC(=O)N3CCc4ccccc4C3)O[C@@H](CO)[C@H]1O2)c1ccc2c(c1)OCO2
  A: -50	B: 13	C: -1.6	D: -2

O=C(Nc1cc(F)ccc1F)N1C[C@@H]2[C@H](c3ccccc31)[C@H](CO)N2Cc1cccnc1
  A: -31	B: 62	C: -0.8	D: -2

Cc1noc(C)c1NC(=O)Nc1ccc2c(c1)C(=O)N([C@@H](C)CO)C[C@@H](C)[C@@H](CN(C)Cc1ccc3c(c1)OCO3)O2
  A: 16	B: 0	C: -0.7	D: 3

CCC(=O)N(C)C[C@@H]1[C@H](c2ccc(C3=CCCCC3)cc2)[C@H](CO)N1C(=O)CC
  A: 10	B: -8	C: 0.4	D: 0

CC(=O)N1[C@@H]2c3ccc(/C=C/c4ccccc4)c(=O)n3C[C@H]1[C@H](CO)[C@H]2C(=O)NCC1CC1
  A: 2	B: 90	C: 0.1	D: 4

More records:
Abbreviations: A = Pf Dd2 inh; B = Tcruzi prolif; C = GASC1 inh; D = C diff HTS
COc1ccc(-c2ccc3c(c2)[C@@H]2[C@@H](CCN2S(=O)(=O)c2ccccc2F)[C@H](CO)N3C)cc1
  A: -36	B: 84	C: -0.6	D: 5

C[C@H](CO)N1C[C@H](C)[C@H](CN(C)Cc2ccncc2)Oc2cc(-c3ccccc3)ccc2S1(=O)=O
  A: -40	B: 95*	C: 1.3	D: ·

COc1ccc2c3c([nH]c2c1)[C@H](CO)N(Cc1ccncc1)CC31CCN(C(=O)CN(C)C)CC1
  A: 2	B: ·	C: 1.8	D: 5

CCCC(=O)Nc1ccc2c(c1)C(=O)N(C)[C@@H]1CC[C@@H](CC(=O)NCCc3ccccc3)O[C@H]1CO2
  A: 5	B: -22	C: 0.2	D: -1

CCC(=O)Nc1ccc2c(c1)C(=O)N(C)C[C@H](OC)[C@H](C)CN(C(=O)CC1CC1)[C@@H](C)CO2
  A: 6	B: 7	C: 0.1	D: ·

CN1CCN(C(=O)C[C@H]2CC[C@@H]3[C@H](COC[C@@H](O)CN3CC3CC3)O2)CC1
  A: 13	B: 30	C: 1.3	D: -5

C[C@@H]1CN([C@H](C)CO)C(=O)c2cccc(NC(=O)Nc3ccc4c(c3)OCO4)c2O[C@H]1CN(C)C(=O)Nc1ccc(F)cc1
  A: 21	B: 3	C: -0.4	D: -11

C/C=C/c1ccc([C@H]2[C@H](CO)N(C(=O)CC)[C@H]2CNC(=O)CC2CC2)cc1
  A: 0	B: 25	C: 4.0	D: -2

Cc1noc(C)c1S(=O)(=O)N(C)C[C@@H]1OCCCC[C@@H](C)Oc2ccc(N(C)C)cc2C(=O)N([C@@H](C)CO)C[C@@H]1C
  A: -24	B: 70	C: 6.9	D: 3

O=C(C[C@@H]1CC[C@H](NC(=O)Nc2ccc(F)cc2)[C@H](CO)O1)NCc1cccc(F)c1
  A: ·	B: ·	C: 0.0	D: 1

C[C@@H]1CN([C@@H](C)CO)C(=O)Cc2cc(NS(=O)(=O)c3ccccc3)ccc2O[C@@H]1CN(C)Cc1ccc(Cl)c(Cl)c1
  A: -1	B: -13	C: -3.4	D: ·

N#C[C@H]1[C@H](c2ccc(C3=CCCC3)cc2)[C@H](CO)N1C(=O)C1CC1
  A: -13	B: 102*	C: -0.9	D: -2

COc1ccc2c3c(n(C)c2c1)[C@H](CO)N(Cc1ccccc1Cl)CC31CN(C(=O)CN(C)C)C1
  A: -84*	B: ·	C: 1.0	D: -8

Cc1noc(C)c1NC(=O)N(C)C[C@@H]1Oc2ccc(NS(=O)(=O)c3cn(C)cn3)cc2CC(=O)N([C@H](C)CO)C[C@H]1C
  A: -83*	B: -8	C: 14	D: 4

COc1cccc(NC(=O)N[C@@H]2C=C[C@H](CC(=O)N3CCCCC3)O[C@@H]2CO)c1
  A: 7	B: ·	C: 0.6	D: -9

An excerpt of these results, with values under each structure.
Each structure is followed by: Pf Dd2 inh | Tcruzi prolif | GASC1 inh | C diff HTS
- CN1CCN(C(=O)C[C@H]2CC[C@@H]3[C@H](COC[C@@H](O)CN3CC3CC3)O2)CC1
  13 | 30 | 1.3 | -5
- C[C@@H]1CN([C@H](C)CO)C(=O)c2cccc(NC(=O)Nc3ccc4c(c3)OCO4)c2O[C@H]1CN(C)C(=O)Nc1ccc(F)cc1
  21 | 3 | -0.4 | -11
- C/C=C/c1ccc([C@H]2[C@H](CO)N(C(=O)CC)[C@H]2CNC(=O)CC2CC2)cc1
  0 | 25 | 4.0 | -2
- Cc1noc(C)c1S(=O)(=O)N(C)C[C@@H]1OCCCC[C@@H](C)Oc2ccc(N(C)C)cc2C(=O)N([C@@H](C)CO)C[C@@H]1C
  -24 | 70 | 6.9 | 3
